Screening data: PubChem BioAssay, National Center for Advancing Translational Sciences (NCATS)
MBNL1 CUG block: inhibitors of human MBNL1 binding to CUG repeat RNA. TR-FRET MBNL1-His/biotin-(CUG)12 binding, 665/545 ratio. actives 0.036% (n = 280,000). AID 2675. Potency, µM (doses to about 57.5 µM), inactives show top-dose activity change, negative = inhibition, hits mostly inhibitors. Q9NR56; active means well fitted inhibition curve with a large enough effect in the signal ratio, with a control signal flat, not every such curve was filed as active; inconclusive means small, poorly fitted or top-dose-only effect, or effect the other way, or a change in a side signal; inactive means no such curve, though single readings can be large or run the other way; the % refers to the signal ratio; further: on the % scale 0 is the no-effect control and ±100 the full control effect
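Inhibition of protein-RNA binding appears as loss of TR-FRET between terbium anti-His antibody on MBNL1-His and streptavidin-XL665 on biotin-(CUG)12. Activity is normalized to buffer-only and uninhibited-complex controls.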
BRCA1 expr up: BRCA1 expression activation; Potency, µM (top dose mostly 46.1 µM), for the others: at the top dose activation, actives largely listed as activators; MCF7-BRCA1-FFLuc reporter, luminescence, 48 h; response scale: scaled: vehicle 0%, 10 µM genistein 100%; AID 624202; actives 1.1% (n = 380,000); further: nearly all actives have a fitted effect of over 80% in size; some results filed as inactive show a strong effect at the top dose
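Using MCF7 cells harboring a BRCA1 firefly luciferase reporter, plated 2 h before compound pinning, the screen measured luminescence after 48 h incubation. Responses were normalized to DMSO and 10 microM genistein, then fitted for concentration-effect.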
ELG1 genotox: genotoxicity induction in ELG1-luciferase HEK293T cells; HEK293T ELG1-luciferase reporter, luminescence, 16 h; AID 504466; actives 1.3% (n = 330,000); Potency, µM (highest dose often 46 µM), without a hit: at the highest dose activity change, positive = activation, most hits filed as activators; further: % of control where 0% means no effect; nearly all actives have a fitted effect of over 60% in size
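Step 1: seed 2,000 HEK293T ELG1-luciferase cells per well. Step 2: add compound or DMSO, incubate 16 hr at 37 °C. Step 3: ONE-Glo, 30 min at room temperature, read luminescence.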
VP16 counter: Gal4-VP16 reporter inhibition counter-screen; AID 2546; Drosophila S2 Gal4-VP16 UAS-luciferase, luminescence, 20 h; actives 3.5% (n = 310,000); Potency, µM (doses to about 53.6 µM), inactives show at the top dose activity, negative = inhibition, actives largely listed as inhibitors;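 further: Gal4-VP16 expression switched on by copper sulfate through the metallothionein promoter; on the % scale 0 is the no-effect control and ±100 the full control effect; nearly all actives have a fitted effect of over 50% in size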
Rab9 prom act: Rab9 promoter activation; Huh7 Rab9 promoter-luciferase reporter, luminescence, 24 h; actives 2.8% (n = 320,000); AID 485297; Potency, µM (doses to about 9.22 µM), without a hit: top-dose activation, negative = inhibition, actives largely listed as activators; further: % of control where 0% means no effect; nearly all actives have a fitted effect of over 60% in size
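Promoter activation is measured as luciferase luminescence in Huh7 cells stably transfected with a Rab9 promoter–luciferase construct, following 24 h compound exposure at 37 °C and 10 min reagent incubation at ambient temperature.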
RORg inh: inhibitors of mouse ROR gamma transcriptional activity; P51450; Drosophila S2 Gal4-RORgamma UAS-luciferase reporter, 20 h; Potency, µM (titrated, usually from 53.6 µM), for the others: at the top dose activity change, negative = inhibition, hits mostly inhibitors; actives 5.4% (n = 310,000); AID 2551; further: on the % scale 0 is the no-effect control and ±100 the full control effect; nearly all actives have a fitted effect of over 60% in size
Target sequence (P51450 whole entry, looked up, the tested form may be a part): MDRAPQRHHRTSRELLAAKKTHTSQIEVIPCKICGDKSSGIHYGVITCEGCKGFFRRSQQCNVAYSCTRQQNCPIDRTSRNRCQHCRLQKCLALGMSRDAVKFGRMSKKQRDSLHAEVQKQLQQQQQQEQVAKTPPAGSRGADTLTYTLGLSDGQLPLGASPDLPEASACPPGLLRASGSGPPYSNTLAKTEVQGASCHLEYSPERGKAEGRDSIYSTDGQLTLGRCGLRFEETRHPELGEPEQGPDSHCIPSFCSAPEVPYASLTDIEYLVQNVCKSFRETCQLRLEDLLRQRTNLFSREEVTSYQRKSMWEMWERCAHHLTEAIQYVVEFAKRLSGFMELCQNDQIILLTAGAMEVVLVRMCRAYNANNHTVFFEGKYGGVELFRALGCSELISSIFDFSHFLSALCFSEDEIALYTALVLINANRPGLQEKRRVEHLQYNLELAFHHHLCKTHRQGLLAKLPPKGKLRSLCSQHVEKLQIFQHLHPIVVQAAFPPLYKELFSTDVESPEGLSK
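Drosophila Schneider cells stably carrying a metallothionein-driven Gal4 DBD–ROR gamma fusion and a UAS-Photinus luciferase reporter were exposed to compound for 1 hr, then induced with copper sulfate (700 uM final) for 20 hr at ambient temperature before luminescence reading.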
p53 reactivator: mutant p53 re-activation in reporter cells; actives 0.063% (n = 320,000); H1299 p53-A138V BP100-luciferase reporter, luminescence, 24 h; AID 504706; Potency, µM (highest dose often 92.2 µM), for inactives: at the highest dose activity change, positive = activation, most hits filed as activators; further: % of control where 0% means no effect; nearly all actives have a fitted effect of over 45% in size
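H1299 (p53-null), stable ts p53-A138V + BP100-Luc; 1000 cells/well, Opti-MEM/10% FBS; cpd 4 pt, 1:5; 24 h, 37 deg C, 5% CO2; detection reagent 10 min RT; luminescence.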
uPA surface inh: inhibitors of cell surface uPA generation; cell surface uPA generation assay, qHTS; Potency, µM (series often up to 38.3 µM), inactives show at the top dose activity change, negative = inhibition, actives largely listed as inhibitors; actives 0.31% (n = 330,000); active means well fitted inhibition curve with a large enough effect; inconclusive means small, poorly fitted or top-dose-only effect; inactive means no such curve, though single readings can be large or run the other way; tested in mouse RAW 264.7 cells; further: on the % scale 0 is the no-effect control and ±100 the full control effect; nearly all actives have a fitted effect of over 55% in size
FLuc counter: inhibits or activates purified firefly luciferase, miR-21 counter-screen; actives 6.9% (n = 360,000); Potency, µM (series often up to 57.5 µM), inactives show at the highest dose activity change, negative = inhibition, usual class: inhibitors; purified FLuc, Km substrates, luminescence inhibition;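 further: plate controls were vehicle for no effect and reference inhibitor for full effect; nearly all actives have a fitted effect of over 55% in size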
Target sequence (P08659 whole entry, looked up): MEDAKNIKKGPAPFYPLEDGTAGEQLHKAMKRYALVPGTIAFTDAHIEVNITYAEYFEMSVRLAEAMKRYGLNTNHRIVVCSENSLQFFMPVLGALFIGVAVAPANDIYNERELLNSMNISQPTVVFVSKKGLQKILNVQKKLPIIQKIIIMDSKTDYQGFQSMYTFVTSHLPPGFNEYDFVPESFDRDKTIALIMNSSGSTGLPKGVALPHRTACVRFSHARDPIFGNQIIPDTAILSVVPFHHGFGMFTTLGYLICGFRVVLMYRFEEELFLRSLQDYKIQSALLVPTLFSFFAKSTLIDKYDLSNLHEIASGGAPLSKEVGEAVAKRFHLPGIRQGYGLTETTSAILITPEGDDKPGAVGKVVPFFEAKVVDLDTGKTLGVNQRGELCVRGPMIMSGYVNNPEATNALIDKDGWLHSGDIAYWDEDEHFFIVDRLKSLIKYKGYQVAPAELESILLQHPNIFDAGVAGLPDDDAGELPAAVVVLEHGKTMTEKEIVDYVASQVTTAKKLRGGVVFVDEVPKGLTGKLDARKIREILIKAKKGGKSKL
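Purified P. pyralis luciferase (10nM final) with 10uM D-luciferin and 10uM ATP (Km levels) in 50mM Tris acetate pH 7.5, 10mM Mg acetate, 0.01% Tween-20, 0.05% BSA; qHTS 6-point titration, ~60 µM downward; luminescence read.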
MLL CXXC-DNA inh: MLL CXXC-DNA interaction inhibition; Q03164; MLL-CXXC / FITC-HOXA9 DNA fluorescence polarization; Potency, µM (doses to about 115 µM), for inactives: top-dose activity change, negative = inhibition, most hits filed as inhibitors; actives 0.037% (n = 290,000); AID 2662; active means well fitted inhibition curve with a large enough effect in the polarisation, with a control signal flat, not every such curve was filed as active; inconclusive means small, poorly fitted or top-dose-only effect, or effect the other way, or a change in a side signal; inactive means no such curve, though single readings can be large or run the other way; the % refers to the polarisation
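Fluorescence polarization: 7 uM MLL-CXXC (stock) preincubated 5 min with compounds, then 50 nM fluorescein-HOX-A9 DNA (stock) added; 30 min ambient. Buffer 50 mM Tris-HCl pH 7.5, 50 mM NaCl, 1 mM DTT, 0.05% BSA.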
NPC1 promoter act: NPC1 promoter activation; actives 2.4% (n = 320,000); AID 485313; Huh7 NPC1 promoter luciferase reporter, 24 h; Potency, µM (highest dose often 9.22 µM), without a hit: at the highest dose activation, actives largely listed as activators;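 further: % of control where 0% means no effect; nearly all actives have a fitted effect of over 60% in size; reporter is driven by a mutant NPC1 promoter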
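Huh7 reporter cells (NPC1 promoter driving luciferase) are dosed with compound for 24 h at 37 °C, 5% CO2; luciferase detection reagent is then added and luminescence measured after 10 min at ambient temperature.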
* marks the source's active call; other numbers are inactive results; ? = inconclusive; . = no result given; & = joins results of further samples; [ ] = another dose, or the depositor's remark. Unless noted, the call rests on the fitted dose curve; in most records, active means well fitted curve in the direction sought with a large enough effect; inconclusive means small, poorly fitted or top-dose-only effect, or another doubt; inactive means no such curve, though single readings can be large; an effect the other way counts as inactive or inconclusive. Potency means the concentration at half of the fitted maximal effect. An excerpt; the hit share may differ from the screen's.

SMILES | MBNL1 CUG block | BRCA1 expr up | ELG1 genotox | VP16 counter | Rab9 prom act | RORg inh | p53 reactivator | uPA surface inh | FLuc counter | MLL CXXC-DNA inh | NPC1 promoter act
COc1ccc(S(=O)(=O)NCc2cccnc2)cc1C(=O)Nc1ccccc1 | -6.1% | -11.8% | -2.5% | -9.4% | 13.5% | ? | 6.8% | 1.9% | 3.3% | 5.0% | -3.2%
COc1cccc(N(CC(=O)Nc2cccc(C(C)=O)c2)S(C)(=O)=O)c1 | -21.5% | 11.9% | -3.8% | 4.3% | 14.6% | 2.0% | -5.5% | 2.1% | -7.4% | -2.5% | -0.8%
CC(C)Cn1c(=O)c(CCC(=O)Nc2ccc(N3CCOCC3)cc2)nc2cc(Cl)ccc21 | 8.2% | -0.1% | -1.9% | -12.4% | -1.4% | 37.1% | 2.4% | 19.8% | -3.8% | 19.9% | -1.8%
Cc1ccc(C)c(N=Cc2cc3c(cc2[N+](=O)[O-])OCO3)c1 | ? | -2.0% | 2.7% | ? | -0.6% | ? | 2.7% | 1.0% | -13.7% | 2.3% | -3.9%
CCOC(=O)Cn1nnnc1CN(Cc1cccs1)Cc1cc2cc(C)cc(C)c2[nH]c1=O | 26.7% | -15.7% | -5.8% | 10.2% | 5.4% | -37.1% | 4.0% | . | -2.3% | 29.1% | -3.9%
CCOc1ccc(C(=O)OCC(=O)N2CCOCC2)cc1OCC | 0.1% | -13.1% | -0.8% | -3.6% | 0.0% | -34.0% | 0.5% | -1.1% | -1.4% | -2.1% | -2.6%
CC(C)(C)c1ccc(C(=O)N2CCC(C(=O)c3ccccc3)CC2)cc1 | -3.4% | -41.4% | -2.4% | -26.7% | -7.3% | ? | 2.5% | 0.0% | -4.2% | -2.5% | -7.7%
C#CCNc1ccc(C(=O)OCC)cc1 | -0.6% | ? | ? | 14.8% | 0.4% | 28.0% | 7.3% | -0.7% | ? | 11.9% | 18.8%
CCN(C(C)=O)c1nc(CSc2nnc(NC(C)C)s2)cs1 | -0.3% | 4.7% | 0.1% | -10.6% | 8.1% | 4.5% | -13.3% | -3.3% | 1.8% | -4.9% | -4.3%
CCOc1ccc(C(=O)N2CCN(c3ccccn3)CC2)cc1 | -5.1% | -0.3% | -5.7% | -3.5% | 13.4% | 16.3% | 2.5% | 2.0% | 1.5% | -12.2% | 0.3%
O=C(N/N=C/c1c[nH]c2ccccc12)c1ccncc1 | . | -13.1% | 9.3% | ? | 8.6% | ? | 11.5% | -6.8% | ? | ? | 6.3%
CCCS(=O)(=O)c1cscc1NC(=O)c1c(-c2c(F)cccc2Cl)noc1C | . | -17.6% | -5.1% | -2.6% | -0.8% | 20.6% | -5.5% | 4.4% | 0.2% | 1.3% | -3.3%
CCC(C)(C)n1nnnc1C(c1ccc(C)cc1)N1CCSCC1 (stereo not drawn) | -5.8% | -29.3% | -2.1% | 2.7% | -1.3% | -14.1% | -11.3% | -7.2% | 2.0% | -4.8% | -1.4%
CCc1nn(CC(=O)NCCCN2CCN(C)CC2)c(=O)c2cc3occc3n12 | 4.1% | 13.1%&2.9% | 3.3% | -3.8% | 0.0% | -1.6% | 18.2% | 5.2% | 3.6%&-0.6% | -5.5% | 1.3%
COc1cccc(/C=N/NC(=O)c2c(C)nc3ccc(Cl)cn23)c1OC | 9.8% | -6.7% | 1.4% | -8.4% | -3.9% | ? | -2.4% | 0.3% | 5.9% | 6.0% | 1.3%
Clc1ccc(C2C3=C(Nc4ncnn42)c2ccccc2CC3)cc1 (stereo not drawn) | 6.5% | . | 1.0% | ? | 1.7% | 14.1µM* | 1.3% | . | -16.8% | -13.6% | -3.0%
CC(=O)Nc1ccc(NC(=O)C2CCCN2/C=C/C(=O)C(F)(F)F)cc1 (stereo not drawn) | . | -4.2% | 6.3% | 3.9% | -1.6% | -5.9% | 5.3% | -0.8% | 3.2% | 2.0% | -0.8%
Cc1ccc(-n2c(O)c(/C=N/NC(=O)C3COc4ccccc4O3)c3ccccc3c2=O)cc1 (stereo not drawn) | . | -37.1% | -7.4% | 3.16µM* | -1.7% | 3.98µM* | 15.5% | -1.4% | -0.8% | ? | -1.3%
C=CCN1C(=O)c2ccc(C(=O)OCC(=O)N(C)C3CCCCC3)cc2C1=O | ? | 5.7% | -6.4% | 3.0% | -1.7% | 20.9% | -2.7% | 7.3% | -1.8% | -8.6% | -7.1%
CC1(c2cccc(Br)c2)NC(=O)N(CC(=O)N2CCc3ccccc32)C1=O (stereo not drawn) | . | -15.5% | -0.8% | . | 3.0% | . | -3.3% | -2.7% | 7.1% | . | 1.6%
CCOC(=O)C1CCCN(S(=O)(=O)c2cc(Br)cc3c2N(C(C)=O)CC3)C1 (stereo not drawn) | -3.5% | -1.1% | -2.0% | -13.8% | 0.0% | -17.9% | -6.4% | 3.6% | 1.2%&-12.0% | 10.7% | -3.9%
CC(=O)NC(Cc1cc(C)ccc1C)C(=O)N1CCN(C(=O)Nc2ccc(C(C)=O)cc2)CC1 (stereo not drawn) | -8.7% | 27.7% | ? | . | -3.4% | -13.1%[0.365 µM] | -5.1% | . | 1.3% | 3.7% | 4.8%
COc1ccc(-c2nc(-c3ccccc3)c(-c3cccs3)[nH]2)cc1OC | 14.6% | -78.9% | -27.6% | ? | 0.3% | 16.0% | -6.8% | 3.0% | ? | 15.0% | 9.1%
COc1ccc(/C=C/C(=O)O)cc1S(=O)(=O)N1CCC(C)CC1 | -13.7% | 10.0% | -0.7% | -1.5% | -10.1% | 8.2% | -2.4% | 1.2% | 1.0% | -4.5% | 1.6%
Cc1ccsc1C(=O)Nc1nnc(-c2ccco2)o1 | ? | -2.7%[1.84 µM] | 2.0% | ? | 3.2% | 0.282µM* | 17.9% | -3.0% | -16.1% | -2.0% | 12.6%
O=C1C(c2ccnc3ccccc23)=C(O)c2ccccc21 | 15.6% | -45.8% | ? | ? | ? | 5.01µM* | ? | -11.3% | 0.107µM* | -1.1% | 2.51µM*
Cc1ccc(C(=O)OCC(=O)NC2CCCC2)cc1 | 0.0% | 7.5% | 2.8% | 12.1% | 2.5% | -19.8% | 17.0% | 10.3% | ? | 2.5% | -1.5%
O=C(Oc1cccc2c(=O)[nH]ccc12)c1ccccc1 | 0.6% | 8.8% | -3.1% | 2.9% | -3.7% | ? | 0.5% | -13.7% | 3.4% | 86.6%[activator] | 2.6%
C/C(=N/NC(=O)c1ccc2c(c1)OCO2)c1ccc(NC(=O)c2ccc(F)cc2)cc1 | 1.5% | ? | 14.6µM* | -7.9% | 22.8% | 25.7% | 26.3% | 1.3% | -6.9% | 12.9% | 16.1%
C=CCN(C(=O)c1csnn1)C(C(=O)NC(C)(C)C)c1ccncc1 (stereo not drawn) | 3.5% | 0.0% | -0.7% | 4.3% | -4.2% | 14.3% | -3.2% | -1.3% | -0.2% | -3.7% | -0.6%
O=C(/C=C/c1c(Cl)nc2ccccn12)N1CCN(c2ccc(F)cc2)CC1 | 4.6% | -23.0% | -10.9% | 8.8% | 2.1% | 1.7% | -4.4% | -1.1% | 1.9% | 1.2% | -3.9%
COC(=O)C(c1ccccc1)N(Cc1cccc(CN(C(C(=O)OC)c2ccccc2)S(C)(=O)=O)c1)S(C)(=O)=O (stereo not drawn) | 2.4% | -3.9% | -6.2% | -5.1% | 7.0% | -1.2% | . | 10.0% | 0.1% | -1.5% | -2.4%
COc1ccc(CCN2C(=O)C(O)=C(C(C)=O)C2c2ccccc2OC)cc1OC (stereo not drawn) | 13.0% | 11.2% | 13.6% | 1.8% | 0.2% | -4.0% | 4.5% | 2.0% | 2.0% | 2.2% | 1.0%
O=C1N/C(=C\c2nc3ccccc3s2)c2ccccc21 | 8.8% | . | 0.58µM* | -14.1% | 0.282µM* | ? | 19.9% | . | 0.19µM* | 3.3% | 1µM*
O=C(CNS(=O)(=O)c1c(F)cc(F)cc1Br)OCC(=O)N1CCCC1=O | . | -12.3% | -1.1% | . | -5.0% | . | 1.4% | 2.1% | 6.5% | . | -1.8%
